TGFb inhibitor: TGF-b pathway inhibition. HepG2 CAGA-GFP TGF-b/SMAD3 reporter, GFP fluorescence, 18 h; TGF-beta stimulated, 500 pg/mL final. Potency, µM (doses to about 46.1 µM), for the others: top-dose activity, negative = inhibition, most hits filed as inhibitors. actives 1.2% (n = 410,000); further: on the % scale 0 is the no-effect control and ±100 the full control effect; nearly all actives have a fitted effect of over 65% in size
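GFP signal (ex488/em500-530) from TGF-beta-stimulated HEPG2 CAGA-GFP cells, 500 pg/mL final, 18 h at 37 degrees C in DMEM plus 1% FBS, normalized to unstimulated and DMSO-stimulated controls.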
Nrf2 block: inhibitors of Nrf2 signaling. A549 ARE-Fluc reporter, luciferase luminescence, 18-24 h. Potency, µM (series often up to 46 µM), without a hit: at the top dose activity change, negative = inhibition, most hits filed as inhibitors. actives 2.1% (n = 360,000); further: on the % scale 0 is the no-effect control and ±100 the full control effect; nearly all actives have a fitted effect of over 60% in size
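Reporter: ARE-Fluc in A549. Exposure: 18-24 h, 37 °C, 5% CO2, 5% FBS OPTI-MEM. Readouts: fluorescent cytotoxicity (CellTiter-Fluor), then luminescent Nrf2 signal after BugLite.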
A549 tox: counter-screen for Nrf2 inhibitors: cytotoxicity in A549 cells. A549 ARE-Fluc cells, CellTiter-Fluor viability, 18-24 h. Potency, µM (top dose mostly 46 µM), for the others: top-dose activity change, negative = cytotoxicity, hits mostly inhibitors. AID 504648. actives 0.16% (n = 390,000); further: on the % scale 0 is the no-effect control and ±100 the full control effect
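A549 ARE-Fluc cells in 5% FBS OPTI-MEM, 5000 cells/well, rested 2 h then exposed to compounds in concentration-response for 18-24 h at 37 °C. Viability by CellTiter-Fluor fluorescence (Ex 405/Em 525) after 30 min; luciferase luminescence (BugLite, 15 min, RT) read afterwards.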
HepG2 tox: kills HepG2 cells in TGF-b inhibitor counter-screen; HepG2 CAGA-GFP viability, ATP luminescence, 18 h; Potency, µM (top dose mostly 46.1 µM), inactives show at the top dose activity change, negative = cytotoxicity, hits mostly cytotoxic; actives 0.76% (n = 410,000); AID 588856; further: some results filed as inactive show a strong effect at the top dose
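CellTiter-Glo luminescence gave cytotoxicity after 18 hours at 37 degrees C. The cells were HepG2 CAGA-GFP in 1% FBS DMEM, stimulated with 500 pg/mL TGF-beta after compound addition. %Activity was normalised to no-cell wells (complete cell-killing) and DMSO (no toxicity), and curves were fitted and classified.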
Nrf2 ARE act: activators of Nrf2 (ARE) signaling | AREc32 ARE-luciferase reporter (MCF7-derived line), luminescence, 24 h | Potency, µM (series often up to 46.1 µM), for the others: at the top dose activation, hits mostly activators | actives 0.31% (n = 410,000); further: % of control where 0% means no effect; nearly all actives have a fitted effect of over 65% in size
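ARE activation measured as luciferase luminescence (Steady-Glo, 30 min RT) in AREc32_Fluc cells after 24 hr compound exposure at 37 deg C, 5% CO2; cells seeded overnight at 1000/well in OPTI-MEM, 5% FBS.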
S2 tox: cell viability loss in ATXN counter-screen. S2 cells (HEK-293 line with an ATXN2-luciferase reporter) viability, CellTiter-Fluor protease fluorescence, 24 h. Potency, µM (top dose mostly 56.7 µM), most hits filed as cytotoxic. actives 0.49% (n = 400,000). AID 651635; further: nearly all actives have a fitted effect of over 40% in size
MCF10A rerep: induces DNA re-replication in MCF 10a normal breast cells | Potency, µM (doses to about 46.1 µM), inactives show at the top dose activity, positive = re-replication, hits mostly activators | MCF 10A DNA re-replication, Hoechst nuclear intensity, 48 h | actives 2.9% (n = 350,000) | AID 624296; further: % of control where 0% means no effect; nearly all actives have a fitted effect of over 50% in size
ATXN2 expr inh: inhibitors of ATXN2 expression; HEK-293 ATXN2-luciferase reporter, luminescence, 24 h; Potency, µM (top dose mostly 57 µM), without a hit: at the top dose activity change, negative = inhibition, usual class: inhibitors; actives 0.72% (n = 360,000); further: on the % scale 0 is the no-effect control and ±100 the full control effect; nearly all actives have a fitted effect of over 55% in size
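ATXN2-luciferase reporter cells (luciferase flanked by upstream and downstream ATXN2 gene portions) were treated 24 h at 37 °C with compounds at up to 57 uM. SteadyGlo luminescence gave expression; GF-AFC fluorescence gave viability.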
EPAC2 antag: blocks human EPAC2 exchange factor; EPAC2 GEF exchange of Rap1B-BODIPY-GDP, fluorescence; Potency, µM (doses to about 114 µM), for inactives: at the top dose activity, negative = inhibition, most hits filed as inhibitors; actives 0.18% (n = 360,000); AID 720708; further: on the % scale 0 is the no-effect control and ±100 the full control effect; nearly all actives have a fitted effect of over 45% in size; many of its hits are not listed in these tables
Target sequence (Q8WZA2 whole entry, looked up): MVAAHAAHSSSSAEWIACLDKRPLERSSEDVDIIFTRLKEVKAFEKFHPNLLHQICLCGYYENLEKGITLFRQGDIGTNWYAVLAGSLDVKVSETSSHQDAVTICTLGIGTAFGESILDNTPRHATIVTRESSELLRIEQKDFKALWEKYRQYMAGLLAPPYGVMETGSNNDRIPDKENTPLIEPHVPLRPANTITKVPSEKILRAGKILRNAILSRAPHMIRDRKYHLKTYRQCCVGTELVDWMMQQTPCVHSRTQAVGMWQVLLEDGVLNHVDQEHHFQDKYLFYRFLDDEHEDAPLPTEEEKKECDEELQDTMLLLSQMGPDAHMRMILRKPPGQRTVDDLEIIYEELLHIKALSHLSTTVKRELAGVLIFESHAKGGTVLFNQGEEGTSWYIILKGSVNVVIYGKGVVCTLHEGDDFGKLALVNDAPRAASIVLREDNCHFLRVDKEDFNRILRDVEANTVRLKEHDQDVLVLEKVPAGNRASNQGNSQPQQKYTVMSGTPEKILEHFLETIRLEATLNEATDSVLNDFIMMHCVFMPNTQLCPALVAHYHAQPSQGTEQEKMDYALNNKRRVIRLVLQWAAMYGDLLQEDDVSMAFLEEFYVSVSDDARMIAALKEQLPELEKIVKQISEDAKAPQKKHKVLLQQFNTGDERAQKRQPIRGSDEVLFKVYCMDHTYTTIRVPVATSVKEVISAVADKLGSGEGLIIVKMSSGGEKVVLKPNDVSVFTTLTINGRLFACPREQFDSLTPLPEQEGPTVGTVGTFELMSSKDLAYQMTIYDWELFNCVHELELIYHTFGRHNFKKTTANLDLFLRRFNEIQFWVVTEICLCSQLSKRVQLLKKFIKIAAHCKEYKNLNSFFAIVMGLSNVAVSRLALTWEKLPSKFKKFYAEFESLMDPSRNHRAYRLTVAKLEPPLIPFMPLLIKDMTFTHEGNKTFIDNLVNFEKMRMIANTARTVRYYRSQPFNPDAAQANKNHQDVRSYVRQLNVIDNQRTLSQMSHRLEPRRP
Starred values were filed as active, the others as inactive; i = inactive; u = inconclusive; x = not tested or not shown; [ ] = dose if it differs, or a comment. The call rests on the fitted dose curve; in most records, active means well fitted curve in the direction sought with a large enough effect; inconclusive means small, poorly fitted or top-dose-only effect, or another doubt; inactive means no such curve, though single readings can be large; an effect the other way counts as inactive or inconclusive. Potency means the concentration at half of the fitted maximal effect.

SMILES | TGFb inhibitor | Nrf2 block | A549 tox | HepG2 tox | Nrf2 ARE act | S2 tox | MCF10A rerep | ATXN2 expr inh | EPAC2 antag
Cc1ccccc1N1CC(=O)Nc2c(oc3nc(-c4ccccc4)cc(C)c23)C1=O | u | -9% | 7% | -9% | -0.8% | i | 1% | x | 3%
CCN1CCN(S(=O)(=O)c2ccc(Cl)c(C(=O)Nc3ccccc3N3CCOCC3)c2)CC1 | -10% | -3% | 4% | -26% | 0.3% | i | 26% | -11% | -4%
NS(=O)(=O)c1ccc(NC(=S)NCc2ccc(F)cc2)cc1 | -23% | -9% | -4% | -19% | -0.2% | i | 0% | -3% | 9%
Cc1ccc(N(C(=O)c2ccc(S(=O)(=O)N3CCCC3)cc2)C2C=CS(=O)(=O)C2)cc1 (configuration not stated) | 12% | -6% | 0% | 1% | -0.3% | i | 10% | -13% | 4%
Cc1ccc(OCC(=O)N(C)CC(=O)Nc2ccc(F)cc2)c([N+](=O)[O-])n1 | 0% | u | 1% | -3% | -0.1% | i | -4% | 1% | 18%
CCc1ccc(NC(=O)CC2C(=O)N(c3ccc(F)cc3)C(=O)N2Cc2ccc(F)cc2)cc1 (configuration not stated) | -19% | 26% | -2% | -32% | 3.8% | x | x | x | x
CCOc1ccc(/C(O)=C2/C(=O)C(=O)N(CCOCCO)C2c2ccc(F)cc2)cc1 (configuration not stated) | 0% | -6% | -5% | 10% | 0.3% | i | 3% | 6% | 0%
Cc1nn(C(C)(C)C)c(N)c1-c1ccccc1 | u | 13% | 5% | 6% | -0.3% | i | 11% | 2% | -2%
Cc1ccc(NC(=O)CNCCCN2CCOCC2)cc1S(=O)(=O)N1CCCCC1 | -1% | 8% | -4% | -23% | -0.1% | u | 3% | -31% | 18%
CC(=O)c1c(N(C)C)ccnc1C(F)(F)F | 22% | -21% | 13% | 7% | -0.5% | i | -2% | -1% | 11%
N#Cc1cccc(OC(=O)C2CCN(C(=O)c3ccc(F)cc3)CC2)c1 | 0% | x | x | 12% | -0.4% | i | x | x | 9%
COc1cccc(-c2ccc3c(N)c(C(=O)c4ccc(Br)cc4)sc3n2)c1 | 54%[activator] | -26% | -7% | 1% | -0.3% | x | x | -20% | x
N#Cc1c(NC(=O)Cn2cnc3ccccc3c2=O)oc(-c2ccccc2)c1-c1ccccc1 | -10% | x | -1% | 9% | 0.2% | i | 12% | -9% | 6%
O=C(Nc1c(F)cccc1F)C(c1ccccc1)c1ccccc1 | 20% | 10% | 3% | 13% | -0.2% | i | 0% | -4% | 2%
CC(C)N1CCC(=NNC(=O)c2ccc(Br)o2)CC1 | 6% | 5% | 1% | 5% | 4.9% | i | 12% | -3% | -1%
CCCC(=O)Nc1ccc(C(=O)n2ccc(C)n2)cc1 | -3% | 7% | 0% | -8% | 0.2% | i | -3% | -7% | 3%
CCCn1nc(C(=O)NNC(=O)c2ccc(OC(F)F)cc2)c2ccccc2c1=O | -15% | u | 2% | -10% | -0.5% | i | -9% | 0% | 2%
O=C(CN1C(=O)CCC1=O)NNc1ccc2ccccc2c1 | -17% | 8% | 0% | -8% | 17% | u | u | x | -13%
CCOC(=O)C1CCN(CC(=O)Nc2c(C(=O)OC)[nH]c3cccc(C)c23)CC1 | 11% | 23% | 0% | 3% | -0.3% | u | -1% | 3% | 7%
CC(=O)c1sc(NC(=O)c2ccc(Cn3cc(Br)cn3)o2)nc1C | -17% | u | 0% | -7% | 2.9% | i | 0% | 6% | 2%
COc1ccc(NC(=O)c2ccc3oc(=O)c(S(=O)(=O)c4ccc(F)cc4)cc3c2)cc1OC | 11µM* | -18% | -4% | -73% | u | u | x | -25% | x
O=[N+]([O-])c1cc2c(cc1[N+](=O)[O-])OCCOCCOCCOCCO2 | 4% | 11% | -5% | 14% | u | i | 14% | -1% | 5%
O=S(=O)(Nc1cccc(S(=O)(=O)N2CCOCC2)c1)c1ccc2c(c1)OCCO2 | 13% | -1% | 2% | 12% | -0.1% | i | -5% | -5% | -3%
C=CCOc1ccc(/C=C/C(=O)OCC(=O)N2CCN(C(C)=O)CC2)cc1 | 4% | -24% | 2% | -14% | 13% | i | u | -11% | -9%
O=S(=O)(CCc1nc2ccccc2o1)c1ccc(Cl)c(Cl)c1 | -7% | -1% | 9% | 7% | 0.3% | i | -7% | 3% | 6%

Eight entries from above in another layout.
SMILES,TGFb inhibitor,Nrf2 block,A549 tox,HepG2 tox,Nrf2 ARE act,S2 tox,MCF10A rerep,ATXN2 expr inh,EPAC2 antag
O=C(CN1C(=O)CCC1=O)NNc1ccc2ccccc2c1,-17%,8%,0%,-8%,17%,u,u,x,-13%
CCOC(=O)C1CCN(CC(=O)Nc2c(C(=O)OC)[nH]c3cccc(C)c23)CC1,11%,23%,0%,3%,-0.3%,u,-1%,3%,7%
CC(=O)c1sc(NC(=O)c2ccc(Cn3cc(Br)cn3)o2)nc1C,-17%,u,0%,-7%,2.9%,i,0%,6%,2%
COc1ccc(NC(=O)c2ccc3oc(=O)c(S(=O)(=O)c4ccc(F)cc4)cc3c2)cc1OC,11µM*,-18%,-4%,-73%,u,u,x,-25%,x
O=[N+]([O-])c1cc2c(cc1[N+](=O)[O-])OCCOCCOCCOCCO2,4%,11%,-5%,14%,u,i,14%,-1%,5%
O=S(=O)(Nc1cccc(S(=O)(=O)N2CCOCC2)c1)c1ccc2c(c1)OCCO2,13%,-1%,2%,12%,-0.1%,i,-5%,-5%,-3%
C=CCOc1ccc(/C=C/C(=O)OCC(=O)N2CCN(C(C)=O)CC2)cc1,4%,-24%,2%,-14%,13%,i,u,-11%,-9%
O=S(=O)(CCc1nc2ccccc2o1)c1ccc(Cl)c(Cl)c1,-7%,-1%,9%,7%,0.3%,i,-7%,3%,6%

The results go on.
SMILES | TGFb inhibitor | Nrf2 block | A549 tox | HepG2 tox | Nrf2 ARE act | S2 tox | MCF10A rerep | ATXN2 expr inh | EPAC2 antag
Cc1ccccc1-c1noc(-c2ccc(Cl)cc2)n1 | 16% | u | 1% | -14% | 12% | i | 2% | 44%[activator] | -5%
Cc1ccc(NC2CCCN(C(=O)c3cn4cc(Cl)ccc4n3)C2)cc1C (configuration not stated) | -10% | -7% | -1% | -16% | 0.1% | u | 2% | x | -1%
CCOc1cccc(NC(=O)CSc2ncc(-c3ccccc3)[nH]2)c1 | -12% | 12% | 0% | -23% | 5.4% | i | x | 8% | x
Cc1ccccc1NC(=O)CSc1nn2c(=O)c(C)nnc2s1 | 27% | -6% | -7% | 4% | -0.5% | i | 0% | -37% | -5%
Cc1cc(C(=O)Nc2nc3ccc(Cl)cc3s2)nn1C | -13% | 8% | -5% | 17% | 2.6% | i | 0% | 10% | -1%
COc1cccc(NC(=O)CN(C)C(=O)CCCc2nc3ccccc3s2)c1 | -10% | 10% | 1% | -54% | 3.5% | i | 1% | 1% | 1%
CSc1ncccc1C(=O)N1CCN(S(=O)(=O)c2ccc(C)cc2)CC1 | -9% | 1% | -2% | 1% | -0.2% | i | 0% | -8% | 0%
CCc1ccc(C(=O)c2cn(Cc3ccccc3)c3cc(OC)c(OC)cc3c2=O)cc1 | u | u | 21µM* | -83% | -0.1% | u | x | 0% | x
COc1cccc(CN(C)C(=O)c2cc(S(=O)(=O)N3CCN(c4ccccc4)CC3)ccc2Cl)c1 | u | 21µM* | -14% | -15% | -0.8% | i | 13% | -21% | 6%
Cc1ccc(S(=O)(=O)Nc2cccc(C(=O)NCCCN3CCCC3=O)c2)cc1F | u | u | -7% | -1% | 0.3% | i | 1% | 5% | -2%
Cc1ccc(C)c(N2CCN(S(=O)(=O)c3cc(C(=O)Nc4cc(Cl)cc(Cl)c4)ccc3F)CC2)c1 | 20% | x | 2% | 4% | -0.8% | x | x | x | x
O=C(CSCC(=O)c1ccc([N+](=O)[O-])cc1)c1ccc([N+](=O)[O-])cc1 | u | x | x | -58% | 4.5% | i | x | -5% | -13%
Cc1ccccc1NC(=S)NNC(=O)c1ccoc1C | -8% | 34% | -2% | -13% | 0.3% | i | -13% | 28% | 6%
CCOc1cccc2sc(Cl)nc12 | u | 21% | 6% | -23% | -0.2% | u | 2% | -9% | 23%
CCCCNC(=O)C1(C)CCCCN1C(=O)c1cccs1 (configuration not stated) | -4% | x | x | -3% | -1.1% | i | x | 7% | -3%
COc1cc(C=NNc2nc3c([nH]2)c(=O)n(C)c(=O)n3C)ccc1O | 0% | -8% | -9% | 3% | -0.3% | i | -1% | -20% | -6%
Cc1cccc(C)c1N=Cc1c(C(F)(F)F)[nH][nH]c1=O | 0% | -13% | -2% | 16% | 0.1% | i | 8% | x | -15%
CS(=O)(=O)N1CCC(C(=O)Nc2cc(Cl)cc(Cl)c2)CC1 | -22% | -15% | 4% | -20% | 0.1% | i | u | -21% | 0%
Cc1cc(C)n(-c2ccc(NC(=O)C3CCCCN3C(=O)c3sccc3C)cc2)n1 (configuration not stated) | -14% | 4% | 8% | 8% | 0.8% | i | -9% | 3% | 0%
O=S(=O)(NCCc1csc(-c2ccccc2)n1)c1cccnc1 | -5% | 15% | 12% | -13% | 0.2% | i | -1% | 22% | -6%
O=C(N/N=C/c1ccc(OCc2ccccc2)cc1)c1ccc(O)cc1 | u | u | 0% | -46% | 1.5% | u | u | 12% | 8%
COc1cccc(NC(=O)CSc2nc(=O)n(Cc3ccncc3)c3c2CCC3)c1 | -10% | x | 0% | -5% | 0.8% | i | x | 3% | x
CCN(CC)CCN1CNC(=S)NC1 | -12% | x | x | -52% | 0.0% | i | x | x | 4%
O=C(Cn1c(=O)n2nc(-c3cccc(F)c3)nc2c2ccccc21)NCc1ccc(Cl)cc1 | -12% | x | 7% | -6% | 11% | i | x | -8% | x
CS(=O)(=O)NCCCNc1ccc(C(F)(F)F)cc1[N+](=O)[O-] | -6% | 14% | -17% | 7% | -0.3% | i | 1% | 6% | -9%
Cc1cc(C)c(CN2CCC(n3nccc3NC(=O)C3CCCC3)CC2)cc1C | u | 0% | -9% | -3% | 0.6% | i | 7% | -25% | 4%

Some of the compounds tested, so the mix of outcomes need not match the whole.
